Coupling enz = qHTS Assay for Inhibitors of Fructose-1,6-bisphosphate Aldolase from Giardia Lamblia: Coupling assay counterscreen. activity change, negative = inhibition, % at 58.2 µM, hits read low. coupling enzyme system counterscreen, AmpLite Red fluorescence. hit rate 0.67% among 290,000. AID 2472, 2010; in the data active = activity change below about -30%; note: % is set by controls: 0 for no effect and ±100 for the full control effect
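First, compound is pin-transferred into glyceraldehyde-3-phosphate coupling-enzyme reagent at 57.5 uM final and held 10 min at RT. Next, substrate, coupling system and AmpLite Red are added. After 20 min RT, fluorescence (525/598 nm) is read.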
Rab9 prom act = qHTS Assay for Rab9 Promoter Activators; Huh7 Rab9 promoter-luciferase reporter, luminescence, 24 h; Potency, µM (titrated, usually from 9.22 µM), without a hit: top-dose activation, negative = inhibition, most hits filed as activators; hit rate 2.8% among 320,000; AID 485297, 2010; note: potency is the fitted concentration of half-maximal effect; % of control where 0% means no effect; nearly all actives have a fitted effect of over 60% in size
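Huh7 reporter line, Rab9 promoter upstream of luciferase. Compound exposure 24 h at 37 °C in reduced-serum medium with 10% FBS. Read-out: luminescence.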
NPC1 promoter act = qHTS Assay for NPC1 Promoter Activators. hit rate 2.4% among 320,000. Potency, µM (titrated, usually from 9.22 µM), for the others: at the top dose activation, actives largely listed as activators. Huh7 NPC1 promoter luciferase reporter, 24 h;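 note: potency is the fitted concentration of half-maximal effect; % of control where 0% means no effect; nearly all actives have a fitted effect of over 60% in size; reporter is driven by a mutant NPC1 promoter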
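Quantitative HTS used a cell-based reporter: Huh7 cells stably bearing the NPC1 promoter upstream of luciferase were treated with compounds for 24 h, and promoter activation was read as luminescence.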
Tb PFK inh = qHTS Assay to Find Inhibitors of T. brucei phosphofructokinase | T. brucei PFK, ADP-Glo luminescence | Potency, µM (doses to about 57.5 µM), for inactives: at the top dose activity, negative = inhibition, usual class: inhibitors | hit rate 0.17% among 330,000 | AID 485367, 2010;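 note: potency is the fitted concentration of half-maximal effect; 0% = uninhibited 1x PFK enzyme wells and -100% = no-enzyme wells; nearly all actives have a fitted effect of over 60% in size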
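PFK 1.25 nM, F6P 0.5 mM, ATP 0.1 mM, 0.1 M TEA pH 8.0, 5 mM MgCl2, 0.01% Tween20, 0.1% BSA; 45 min RT. ADP-Glo readout. qHTS titration up to 57 uM; curves fitted, compounds curve-classed.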
Giardia kill = Small Molecules that selectively kill Giardia lamblia: qHTS; hit rate 0.15% among 340,000; Giardia lamblia trophozoite viability; AID 540267, 2011; activity change, % at 7.66 µM, hits read low; in the data active = activity change below about -80%; inconclusive = between about -30% and that limit;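 note: parasites exposed to compound for two days anaerobically before the ATP read; % is set by controls: 0 for no effect and ±100 for the full control effect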
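Compounds were tested on trophozoites seeded at 100 cells/well and held 48 hrs at 37 deg C anaerobically. An ATP-based luminescent kit measured the remaining live cells.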
VP16 counter = VP16 counterscreen qHTS for inhibitors of ROR gamma transcriptional activity; Drosophila S2 Gal4-VP16 UAS-luciferase, luminescence, 20 h; Potency, µM (top dose mostly 53.6 µM), for inactives: at the top dose activity, negative = inhibition, actives largely listed as inhibitors; hit rate 3.5% among 310,000; AID 2546, 2010;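 note: Gal4-VP16 expression switched on by copper sulfate through the metallothionein promoter; potency is the fitted concentration of half-maximal effect; % is set by controls: 0 for no effect and ±100 for the full control effect; nearly all actives have a fitted effect of over 50% in size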
FLuc counter = qHTS profiling assay for firefly luciferase inhibitor/activator using purifed enzyme and Km concentrations of substrates (counterscreen for miR-21 project); hit rate 6.9% among 360,000; Potency, µM (series often up to 57.5 µM), inactives show at the highest dose activity change, negative = inhibition, actives largely listed as inhibitors; Luciferin 4-monooxygenase (Photinus pyralis), P08659; AID 588342, 2011; purified FLuc, Km substrates, luminescence inhibition;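 note: potency is the fitted concentration of half-maximal effect; plate controls were vehicle for no effect and reference inhibitor for full effect; nearly all actives have a fitted effect of over 55% in size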
Target sequence (P08659 whole entry, looked up): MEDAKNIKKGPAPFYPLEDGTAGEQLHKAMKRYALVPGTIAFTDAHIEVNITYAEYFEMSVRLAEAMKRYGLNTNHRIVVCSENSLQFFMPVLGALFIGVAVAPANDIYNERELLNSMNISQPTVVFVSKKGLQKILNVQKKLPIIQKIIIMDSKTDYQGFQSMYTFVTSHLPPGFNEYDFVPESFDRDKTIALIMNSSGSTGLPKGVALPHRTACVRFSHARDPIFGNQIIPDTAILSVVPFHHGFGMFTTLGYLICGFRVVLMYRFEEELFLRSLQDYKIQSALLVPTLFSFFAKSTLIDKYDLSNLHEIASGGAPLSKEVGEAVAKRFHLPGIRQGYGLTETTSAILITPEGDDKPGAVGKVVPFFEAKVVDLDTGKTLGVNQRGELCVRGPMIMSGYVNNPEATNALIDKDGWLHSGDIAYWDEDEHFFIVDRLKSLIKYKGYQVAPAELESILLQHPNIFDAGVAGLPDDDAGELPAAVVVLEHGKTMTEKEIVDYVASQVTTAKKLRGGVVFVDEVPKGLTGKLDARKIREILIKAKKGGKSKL
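Purified P. pyralis luciferase, 10 nM final, with Km-level 10 uM D-luciferin and 10 uM ATP in 50 mM Tris acetate pH 7.5, 10 mM Mg acetate, 0.01% Tween-20, 0.05% BSA; 6-point qHTS titration about 60 µM downward; luminescence read.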
ELG1 genotox = qHTS screen for small molecules that induce genotoxicity in human embryonic kidney (HEK293T) cells expressing luciferase-tagged ELG1. HEK293T ELG1-luciferase reporter, luminescence, 16 h. Potency, µM (doses to about 46 µM), for inactives: top-dose activity change, positive = activation, actives largely listed as activators. AID 504466, 2011. hit rate 1.3% among 330,000; note: potency is the fitted concentration of half-maximal effect; % of control where 0% means no effect; nearly all actives have a fitted effect of over 60% in size
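Luminescence read-out: rising ELG1-luciferase signal, reflecting elevated ELG1 protein under genetic stress, flags genotoxic compounds. Cells were treated for 16 hr at 37 °C before ONE-Glo detection.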
uPA generation = qHTS for Inhibitors of Cell Surface uPA Generation. cell surface uPA generation assay, qHTS. Potency, µM (doses to about 38.3 µM), for inactives: at the highest dose activity change, negative = inhibition, actives largely listed as inhibitors. hit rate 0.31% among 330,000; active = well fitted inhibition curve with a large enough effect; inconclusive = small, poorly fitted or top-dose-only effect; inactive = no such curve, though single readings can be large or run the other way; tested in mouse RAW 264.7 cells; note: potency is the fitted concentration of half-maximal effect; % is set by controls: 0 for no effect and ±100 for the full control effect; nearly all actives have a fitted effect of over 55% in size
RORg inh = qHTS for inhibitors of ROR gamma transcriptional activity | Nuclear receptor ROR-gamma (Mus musculus), P51450 | Drosophila S2 Gal4-RORgamma UAS-luciferase reporter, 20 h | Potency, µM (top dose mostly 53.6 µM), for the others: at the highest dose activity change, negative = inhibition, actives largely listed as inhibitors | hit rate 5.4% among 310,000; note: potency is the fitted concentration of half-maximal effect; % is set by controls: 0 for no effect and ±100 for the full control effect; nearly all actives have a fitted effect of over 60% in size
Target sequence (P51450 whole entry, looked up, the tested form may be a part): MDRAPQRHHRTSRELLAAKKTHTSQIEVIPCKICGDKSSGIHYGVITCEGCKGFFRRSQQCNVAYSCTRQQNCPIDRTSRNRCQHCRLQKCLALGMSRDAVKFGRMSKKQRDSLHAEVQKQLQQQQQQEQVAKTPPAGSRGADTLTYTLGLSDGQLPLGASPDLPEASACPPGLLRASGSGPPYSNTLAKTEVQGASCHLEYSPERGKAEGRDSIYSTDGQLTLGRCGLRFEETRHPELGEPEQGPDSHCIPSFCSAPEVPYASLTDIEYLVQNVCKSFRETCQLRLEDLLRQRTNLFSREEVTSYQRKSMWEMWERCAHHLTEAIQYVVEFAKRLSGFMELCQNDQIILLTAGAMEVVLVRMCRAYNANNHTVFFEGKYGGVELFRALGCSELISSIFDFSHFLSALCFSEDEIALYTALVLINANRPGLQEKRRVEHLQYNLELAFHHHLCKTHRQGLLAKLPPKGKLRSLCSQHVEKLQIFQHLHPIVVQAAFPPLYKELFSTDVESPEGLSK
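Using a luciferase readout, inhibitors were identified by reduced reporter activity in Drosophila cells coexpressing a copper-inducible Gal4–ROR gamma fusion and UAS-driven Photinus luciferase, incubated 20 hr after 700 uM copper sulfate.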
KCNH2 3.1 block = qHTS for Inhibitors of KCHN2 3.1: Mutant qHTS; U2OS KCNH2 3.1, thallium flux FluxOr; stronger effect = lower value; activity change, % (tested at about 1.8 µM); hit rate 0.95% among 340,000; AID 720553, 2013;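 active = maximum activity change below -70%; inconclusive = maximum activity change from -70% to -50%; inactive = maximum activity change above -50%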;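 note: thallium influx rate constant from kinetic fluorescence after stimulation buffer; % is set by controls: 0 for no effect and ±100 for the full control effect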
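Normalized rate constant (relative to positive and negative DMSO controls) derived from a 2 min kinetic fluorescence read after stimulation; U2OS cells expressing the 3.1 isoform via virus at 1.77 x 10^8 /mL.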
* hit, by the source's call; ? = inconclusive; · = not tested or not shown; [ ] = remark or other dose. Unless noted, calls come from the whole dose curve; as a rule, active = well fitted curve in the direction sought with a large enough effect; inconclusive = small, poorly fitted or top-dose-only effect, or another doubt; inactive = no such curve, though single readings can be large; an effect the other way counts as inactive or inconclusive.

SMILES	Coupling enz	Rab9 prom act	NPC1 promoter act	Tb PFK inh	Giardia kill	VP16 counter	FLuc counter	ELG1 genotox	uPA generation	RORg inh	KCNH2 3.1 block
COc1cc2c(cc1NC(=O)c1cncc(Br)c1)oc1ccccc12	3	1%	-4%	-6%	-1	-12%	2%	16%	1%	5%	26
COc1ccc(NC(=O)Nc2nnc(N3CCCCC3C)s2)cc1OC (stereo not given)	1	-5%	-2%	4%	-8	7%	17µM*	1%	-3%	27%	5
COc1ccc([N+](=O)[O-])cc1/C=N/NC(=O)CNC(=O)c1cccc(F)c1	-16	-3%	-1%	0%	-6	?	1%	-2%	-5%	10µM*	5
COc1ccccc1-c1c(C)nn2c(N)c(-c3ccccc3)cnc12	-2	15%	12%	1%	-28	28%	19µM*	0%	-9%	5%	3
O=S(=O)(NNc1ncc(C(F)(F)F)cc1Cl)c1ccccc1	·	3%	-3%	-7%	-6	·	?	0%	3%	·	16
CCN1CCCC1Cn1cnc2c([nH]c3cc(OC)ccc32)c1=O (stereo not given)	0	-9%	1%	0%	8	9%	6%	8%	5%	-3%	-10
CCCCOP(=O)(OCCCC)C(Nc1ccc(C(=O)OCC)cc1)c1ccncc1 (stereo not given)	0	-3%	6%	3%	6	-6%	6%	-4%	-4%	52%	5
CC12CN3CC(C)(CN(C1)C3c1ccc(F)cc1)C2 (stereo not given)	-1	7%	-7%	-4%	-7	-8%	0%	-1%	9%	6%	-16
C=CCNC(=O)/C(=C/c1cccc([N+](=O)[O-])c1)NC(=O)c1ccco1	5	3%	-3%	2%	9	8%	-2%	0%	7%	-1%	12
Cc1ccc(S(=O)(=O)CC(=O)Nc2nc(-c3ccccc3)cs2)cc1	-2	-5%	3%	2%	-1	1%	-9%	0%	-4%	5%	-1

(list continues)
SMILES	Coupling enz	Rab9 prom act	NPC1 promoter act	Tb PFK inh	Giardia kill	VP16 counter	FLuc counter	ELG1 genotox	uPA generation	RORg inh	KCNH2 3.1 block
O=C(OCC(=O)c1ccc(Br)s1)c1ccc(O)cc1	·	·	·	2%	-7	·	·	8%	7%	·	-19
CC(=O)Nc1ccc(NC(=O)COC(=O)c2ccc(Cl)nc2)cc1	·	0%	2%	-11%	-18	·	4%	0%	0%	·	-6
CCOC(=O)Cn1nnc(-c2ccc(OCC(C)C)cc2)n1	3	4%	-1%	1%	1	-1%	?	2%	·	22%	-13
COc1ccc(N2CCN(S(=O)(=O)c3ccc(Cl)s3)CC2)cc1	-1	8%	-8%	-5%	8	-3%	-1%	8%	29%	1%	3
CCCCC(=O)Oc1ccccc1C1SCc2cc(C)c(C)cc2CS1	2	12%	-2%	-5%	2	-4%	1%	0%	3%	-12%	-6
Cc1onc(-c2ccc3c(c2)OCO3)c1-c1ccc2[nH]ccc2c1	-1	?	2%	-3%	4	-6%	0%	15%	?	15%	-32
Cc1noc(C)c1S(=O)(=O)N1CCCN(C(=O)/C=C/c2ccccc2F)CC1	·	-3%	-1%	0%	2	·	0%	-1%	0%	·	-5
CCOc1ccc(C(=O)NCC(=O)OCc2c(C)noc2C)cc1OCC	4	-4%	-5%	-2%	30[activator]	-5%	-2%	1%	-5%	11%	-24
CCOC(=O)C1CCN(c2nc(C)cc(C)c2C#N)CC1	0	-2%	-2%	-7%	2	-10%	3%	-1%	6%	13%	3
O=C(/C=C/c1ccccc1)NC(=S)NNS(=O)(=O)c1ccccc1	3	-1%	-6%	4%	15	2%	-2%	-2%	1%	-2%	-4

Continuation.
SMILES	Coupling enz	Rab9 prom act	NPC1 promoter act	Tb PFK inh	Giardia kill	VP16 counter	FLuc counter	ELG1 genotox	uPA generation	RORg inh	KCNH2 3.1 block
COCCCNC(=O)Cn1cnc2sc(C)c(S(=O)(=O)N3CC(C)CC(C)C3)c2c1=O (stereo not given)	-2	-7%	-4%	-3%	14	-5%	1%	1%	-4%	2%	1
COc1ccc(CCN2CC(C(=O)N(C)Cc3c(C)n[nH]c3C)CCC2=O)cc1 (stereo not given)	-1	-6%	-5%	-18%	-3	-2%	1%	-1%	2%	-19%	5
O=S(=O)(c1ccc(N2CCN(CCO)CC2)nc1)N1CCOCC1	·	0%	0%	1%	29	·	2%	-3%	-11%	·	21
CCn1ncc(Cl)c1C(=O)Nc1cc(Cl)ccc1Cl	5	·	·	·	-6	4%	1%	·	·	-21%	16
COc1ccc(C=NCCCN2CCOCC2)cc1	-2	3%	0%	-8%	3	18%	-1%	3%	10%	-11%	-10
C=C(C(=O)c1ccccc1)C(C)C(=C)C(=O)c1ccccc1	9	-15%	-11%	-1%	-20	11µM*	-2%	-14%	11%	13µM*	-7
Cc1c(C(=O)N2CCC(C)CC2)sc2ncnc(N(C)c3ccccc3)c12	-1	-1%	-4%	0%	12	3%	0%	-4%	·	?	-23
COc1ccccc1NC(=O)COC(=O)C1CC2C=CC1C2 (stereo not given)	6	1%	0%	-3%	6	4%	24µM*	5%	-6%	0%	-5
CCN(CC)S(=O)(=O)c1cc(C(=O)OCC(=O)c2ccc3c(c2)NC(=O)CO3)ccc1Cl	2	·	·	·	-14	?	-1%	·	-3%	-25%	-11
CCOc1ccccc1N(CC(=O)NC1CCCCC1)C(=O)CCCC(=O)Nc1ccccn1	0	-6%	-4%	4%	-3	2%	4%	-1%	-1%	27%	3

The list goes on:
SMILES	Coupling enz	Rab9 prom act	NPC1 promoter act	Tb PFK inh	Giardia kill	VP16 counter	FLuc counter	ELG1 genotox	uPA generation	RORg inh	KCNH2 3.1 block
CCOC(=O)Nc1cccc2ccccc12	-2	-2%	7%	1%	-3	-9%	-7%	-1%	-9%	26%	42
CC(=O)c1cc(C#N)c(N2CCN(c3ccccc3)CC2)nc1C	1	1%	-1%	-5%	1	-1%	-4%	0%	0%	-3%	-15
COc1cc(/C=C/C(=O)O)cc(S(=O)(=O)Nc2ccc3nc(SC)sc3c2)c1OC	-2	-1%	-1%	7%	5	-5%	?	3%	-1%	-6%	5
COc1ccc(OC)c(CCNC(=O)C(C)n2nc(C)c3c(C)n(-c4ccccc4)nc3c2=O)c1 (stereo not given)	·	-6%	-2%	-2%	13	-9%	-2%	-5%	3%	?	-1
COc1cccc(CN2CCNC(=O)C2CC(=O)NCCN2CCOCC2)c1OC (stereo not given)	·	-3%	0%	2%	9	1%	4%	8%	10%	-21%	3
O=C1/C(=C/c2ccncc2)CCc2ccccc21	-2	-4%	0%	-25%	-11	2%	8.5µM*	4%	-17%	?	-6
Cn1c(Cc2ccccc2)nnc1SCC(=O)Nc1ccc2c(c1)OCCO2	1	4%	-1%	-1%	1	3%	-5%	0%	·	44%	13
COc1ccc2c(=O)c(Oc3ccc(C(=O)O)cc3)c(C(F)(F)F)oc2c1	21	?	?	1%	-3	13µM*	?	?	1%	?	-10
CCOC(=O)c1c(C)[nH]c(C)c1C(=O)COC(=O)CNC(=O)c1ccc(OCC)cc1	-1	-13%	0%	0%	-13	6%	-3%	4%	-4%	-19%	0
CCn1c(NCc2cc(Cl)ccc2O)nc2ccccc21	-5	0%	-4%	14%	17	0%	-14%	-6%	-1%	?	3

Full records as entered above:
Listed for COc1cc(/C=C/C(=O)O)cc(S(=O)(=O)Nc2ccc3nc(SC)sc3c2)c1OC → Coupling enz: -2; Rab9 prom act: -1%; NPC1 promoter act: -1%; Tb PFK inh: 7%; Giardia kill: 5; VP16 counter: -5%; FLuc counter: ?; ELG1 genotox: 3%; uPA generation: -1%; RORg inh: -6%; KCNH2 3.1 block: 5
Listed for COc1ccc2c(=O)c(Oc3ccc(C(=O)O)cc3)c(C(F)(F)F)oc2c1 → Coupling enz: 21; Rab9 prom act: ?; NPC1 promoter act: ?; Tb PFK inh: 1%; Giardia kill: -3; VP16 counter: 13µM*; FLuc counter: ?; ELG1 genotox: ?; uPA generation: 1%; RORg inh: ?; KCNH2 3.1 block: -10
Listed for CC(=O)c1cc(C#N)c(N2CCN(c3ccccc3)CC2)nc1C → Coupling enz: 1; Rab9 prom act: 1%; NPC1 promoter act: -1%; Tb PFK inh: -5%; Giardia kill: 1; VP16 counter: -1%; FLuc counter: -4%; ELG1 genotox: 0%; uPA generation: 0%; RORg inh: -3%; KCNH2 3.1 block: -15

Assay outcomes: PubChem BioAssay, National Center for Advancing Translational Sciences (NCATS)
